UPR XBP1 act = activators of adaptive arm of unfolded protein response (XBP1); CHO-XBP1 luciferase reporter, IRE1-XBP1 UPR activation, luminescence; percent of tunicamycin response, DMSO as zero; activation, % at 20 µM; 330,000 tested, 0.33% active;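 active = versus positive control, 20 µM dose yields 30% or more activation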;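 also: 100% = tunicamycin at 10 µg/mL and 0% = DMSO only wells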
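Material: CHO-XBP1 cells stably carrying IRE1-XBP1-driven luciferase reporter | Medium: F12 with 10% serum | Compound dosing: 20 µM single concentration, DMSO 1% | Incubation: Overnight seeding at 37 °C, 6 h compound treatment at 37 °C | Detection: Steady-Glo luminescence read | Read-out basis: % activation of reporter signal versus tunicamycin and DMSO controls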
Mdm2-MdmX inh = disrupts the human Mdm2-MdmX interaction. O15151+Q00987. SaOS-2 split-luciferase Mdm2/MdmX complementation, luminescence. inhibition, % at 8 µM. 330,000 tested, 3% active;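 active = inhibition of at least 50% at 8 µM in the primary screen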
Target sequence (O15151 whole entry, looked up): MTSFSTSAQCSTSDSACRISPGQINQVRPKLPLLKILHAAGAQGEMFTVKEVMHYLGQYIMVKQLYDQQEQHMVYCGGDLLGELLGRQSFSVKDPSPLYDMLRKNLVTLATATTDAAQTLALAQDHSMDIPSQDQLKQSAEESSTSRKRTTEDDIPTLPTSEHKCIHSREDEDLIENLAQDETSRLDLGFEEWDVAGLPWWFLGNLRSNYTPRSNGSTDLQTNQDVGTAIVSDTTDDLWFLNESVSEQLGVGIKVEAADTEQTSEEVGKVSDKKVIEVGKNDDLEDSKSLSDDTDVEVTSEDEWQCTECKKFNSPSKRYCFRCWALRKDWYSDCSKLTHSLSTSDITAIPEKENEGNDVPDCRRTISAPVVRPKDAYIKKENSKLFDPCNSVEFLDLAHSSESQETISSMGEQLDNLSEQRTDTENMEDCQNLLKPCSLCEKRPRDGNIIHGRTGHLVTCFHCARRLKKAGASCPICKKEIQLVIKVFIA
Target sequence (Q00987 whole entry, looked up): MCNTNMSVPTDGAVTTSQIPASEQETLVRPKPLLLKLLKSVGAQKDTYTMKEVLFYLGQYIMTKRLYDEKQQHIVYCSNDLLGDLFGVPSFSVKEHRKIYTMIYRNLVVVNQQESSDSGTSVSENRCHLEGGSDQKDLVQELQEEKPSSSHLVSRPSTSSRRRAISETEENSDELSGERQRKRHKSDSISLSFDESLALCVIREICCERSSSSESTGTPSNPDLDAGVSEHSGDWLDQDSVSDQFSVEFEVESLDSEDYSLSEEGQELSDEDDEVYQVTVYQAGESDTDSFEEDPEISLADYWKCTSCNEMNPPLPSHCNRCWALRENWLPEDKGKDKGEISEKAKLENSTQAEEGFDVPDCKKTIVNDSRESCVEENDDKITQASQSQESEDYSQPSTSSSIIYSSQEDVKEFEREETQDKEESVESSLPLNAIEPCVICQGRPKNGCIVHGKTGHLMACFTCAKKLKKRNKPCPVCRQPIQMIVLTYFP
CHOP UPR activ = apoptotic UPR (CHOP) activation; CHO-CHOP luciferase reporter, luminescence; percent of tunicamycin response over DMSO baseline; AID 449763; 330,000 tested, 0.34% active; activation, % at 10 µM;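 active = at 10 µM dose, activation of 40% or more, normalized to positive control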;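 also: 100% = tunicamycin at 10 µg/mL and 0% = DMSO alone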
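Test system: CHO CHOP reporter cells. Input: 500 CHO-CHOP cells per well. Medium: F12 with 10% FBS. Technique: luciferase luminescence. Measure: percent activation relative to tunicamycin control. Dosing: 10 µM compound, 0.5% DMSO. Timing: 16-18 h cell attachment, then 6 h compound exposure, 37 °C.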
697 NFkB inh = lowers PMA/ionomycin-induced NF-kB signal in 697 B cells. 697 B-cell NF-kB luciferase reporter, 16 h. inhibition, % at 4 µM. 330,000 tested, 0.33% active; in the data active = inhibition above about 35%
tim23-1 inh = inhibits growth of tim23-1 mutant yeast | S. cerevisiae tim23-1 growth, BacTiter-Glo luminescence, 24 h | inhibition, % at 20 µM | 330,000 tested, 1.3% active | AID 463212;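 active = growth inhibition of the mutant yeast at or above 50%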;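 also: temperature-sensitive mutant grown at 25 °C; plate controls were DMSO-treated mutant yeast for no effect and medium wells lacking yeast for full effect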
TIM10 inh = TIM10 yeast growth inhibition. 330,000 tested, 1.4% active. S. cerevisiae TIM10 strain growth, BacTiter-Glo luminescence, 24 h. inhibition, % at 10 µM;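 active = inhibition of 40% or more at the single tested concentration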;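 also: wild-type TIM10 isogenic control strain grown at permissive 25 °C; 0% = DMSO yeast wells and 100% = minimal medium wells without yeast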
tim10-1 inh = growth inhibitors of tim10-1 mutant yeast | AID 463190 | inhibition, % at 20 µM | 330,000 tested, 2.2% active | S. cerevisiae tim10-1 ts strain growth, BacTiter-Glo, 24 h;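 active = inhibition of at least 40%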;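 also: mutant grown at 25 °C; 0% = DMSO wells with yeast and 100% = wells holding no yeast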
Jurkat NFkB inh = inhibitors of the PMA/ionomycin-induced NF-kB reporter in Jurkat cells | AID 435003 | PMA/ionomycin-induced NF-kB luciferase reporter, luminescence | 330,000 tested, 0.53% active | inhibition, % at 4 µM; in the data active = inhibition above about 50%
Starred values were filed as active, the others as inactive.

SMILES	UPR XBP1 act	Mdm2-MdmX inh	CHOP UPR activ	697 NFkB inh	tim23-1 inh	TIM10 inh	tim10-1 inh	Jurkat NFkB inh
CCCOc1ccc(N2C(=O)CC(N3CCN(c4ccccc4F)CC3)C2=O)cc1 (stereo unspecified)	-4	5	0.1	-3	15	22	12	8
CCOC(=O)Cc1csc(NC(=O)c2ccc3ccccc3n2)n1	3	-8	3.8	-15	27	32	11	1
COc1cccc(N2CCN(S(=O)(=O)c3ccc4ccccc4c3)CC2)c1	-3	-6	2.3	-24	26	14	23	-12
Cc1cc(N2CCOCC2)ccc1/C=C1\SC(=O)N(C(C)C)C1=O	4	-220	1.5	-101	18	8	16	-170
Cc1nc(N)nc(SCc2ccc([N+](=O)[O-])cc2)c1N	-4	11	0.1	-11	21	5	12	5
CCN(CC)C(=O)CSc1nc(O)c(Cc2ccccc2)c(=O)n1-c1ccccc1C	0	12	0.5	5	17	15	5	8
COc1ccc(C)cc1NC(=O)CCNC(=O)c1ccco1	3	-25	-0.6	3	6	7	-19	-2
CCn1c2c(c(C)cc1=O)C(=O)CC(C)(C)C2	-1	-10	1.5	-15	12	1	14	-2
Cc1ccc(-c2csc(Nc3ccc(S(N)(=O)=O)cc3)n2)o1	1	0	1.3	6	-4	11	7	-4
Cc1nnc(C)n1/N=C/c1ccc(O)cc1	-3	-6	0.1	7	2	14	1	6
COc1ccc(-c2nc3cc(NC(=O)Cc4ccc(OC)c(OC)c4)ccc3o2)cc1	9	-9	2.5	-18	19	10	27	13
COc1ccc(-c2nn3c(-c4ccccc4)nnc3s2)cc1OC	6	14	2.9	9	16	23	36	-9
CCOC(=O)C1CCN(C(=O)c2ccccc2NC(=O)c2ccc(Cl)cc2)CC1	1	16	-0.7	0	23	22	29	22
Cc1cc(Cl)ccc1OCCCC(=O)NN	0	4	-0.1	10	30	2	-2	-26
O=C(Nc1cccc(-n2cnnn2)c1)c1cccnc1	-3	-6	2.3	1	4	5	13	-4
O=C(Nc1ccc2c(c1)OCCO2)c1ccccc1	-6	-50	-0.9	-96	43	16	8	-108
CCCCOc1ccc(C2(C)NC(=O)N(C)C2=O)cc1 (stereo unspecified)	-3	23	0.6	-8	-1	-9	-14	-1
CCCn1c(=O)c(C(=O)NCc2ccccc2OC)c(O)c2ccccc21	-3	4	-0.3	-46	7	0	15	-13
COC(=O)c1ccc(NC(=O)CNC(=O)C2CCCCC2)c(C)c1	0	-13	2.1	2	8	13	5	-3
COc1ccc(C(=O)COC(=O)C2COc3ccccc3O2)cc1F (stereo unspecified)	-1	-21	1.6	-28	27	14	20	-20
COC(=O)c1ccc(/C=C/C(=O)OCC(=O)c2ccc[nH]2)cc1	-1	33	-0.6	19	1	-18	-12	-4
O=C(NC(=S)NN1CCOCC1)c1cc(Br)ccc1Cl	3	3	0.1	-20	-5	2	2	4
CCS(=O)(=O)Nc1ccc2c(c1)N(C(C)=O)c1ccccc1CC2	-3	33	-1.1	12	10	-1	13	15
COC(=O)c1sccc1NC(=O)CC1C(=O)NCCN1C(=O)c1ccc(N(C)C)cc1 (stereo unspecified)	1	5	-1.2	4	-8	2	-4	3
CN1CCN(c2ccccc2NC(=O)Cn2ncc3c([nH]c4ccccc43)c2=O)CC1	0	38	0.8	-4	-7	-9	1	7
The list continues:
SMILES	UPR XBP1 act	Mdm2-MdmX inh	CHOP UPR activ	697 NFkB inh	tim23-1 inh	TIM10 inh	tim10-1 inh	Jurkat NFkB inh
O=C(CN(Cc1ccco1)C(=O)c1ccc(Cl)cc1)Nc1ccc(Cl)c(Cl)c1	0	28	1.6	9	8	7	9	4
O=C(COc1cccc(Br)c1)NN=C1c2ccccc2-c2ccccc21	1	-10	2.8	9	6	11	8	-3
CC(C)Cn1c(N)c(C(=O)COC(=O)C2=COCCO2)c(=O)n(C)c1=O	-1	-30	0.7	-11	-1	6	10	-7
O=S(=O)(Nc1ncnc2sccc12)c1cccc(F)c1	0	-8	0.7	3	13	3	11	-2
CC(=O)N1c2ccc(S(=O)(=O)NCC3CCC(C(=O)N4CCCCC4)CC3)cc2CC1C (stereo unspecified)	-6	8	0.5	20	4	-4	-7	18
Cn1cc(Cl)c(/C(N)=N/OC(=O)c2ccccc2C(F)(F)F)n1	0	27	3.2	-65	21	20	9	-43
Cc1ccc(NCN2C(=O)c3ccccc3C2=O)c(C)c1	-4	8	-3.2	14	8	-3	-9	-4
COc1cc(C)ccc1OCc1cc(C(=O)N2CCCCCCC2)no1	-2	-28	5.7	-73	4	-9	0	-78
CCOc1ccc(C(=O)Nc2ccc3c(c2)OCO3)cc1OCC	0	-17	2.0	-15	-2	0	5	-25
O=S(=O)(c1ccc(Cl)cc1)N(CCCN1CCOCC1)Cc1cccs1	-5	-3	-1.3	12	15	2	-15	-8
O=C(c1ccccc1[N+](=O)[O-])n1cnc2ccccc21	3	13	0.6	8	7	35	33	6
O=C(CSc1nncn1-c1ccccc1)NC1CCCCC1	1	21	1.8	14	-6	-8	6	0
COC(=O)c1cc2nc(-c3ccc(C)cc3)cc(C(F)(F)F)n2n1	0	16	-2.4	13	-8	3	10	9
CN1C(=O)C(C)(C)c2cc(S(=O)(=O)N3CCCC3C(=O)NCc3ccc(F)cc3)ccc21 (stereo unspecified)	-3	10	-0.1	-2	-7	-2	-19	-14
C=CCOC(=O)C1=C[C@@H](c2coc3ccccc3c2=O)C[C@@H](OCc2ccc(CO)cc2)O1	0	-25	1.6	-2	34	25	22	19
Oc1ccc(/C=N/Nc2cc(N3CCCC3)nc(N3CCCC3)n2)cc1O	18	33	126*	-19	-9	-26	-3	-22
COc1ccc(C)cc1NC(=O)C(OC(=O)c1cccc(S(=O)(=O)N(C)c2ccccc2)c1)c1ccccc1 (stereo unspecified)	1	20	2.6	-10	7	3	3	10
c1ccc2[nH]c(-c3nc4ccccc4[nH]3)nc2c1	2	-216	3.9	-264	-12	16	12	-161
N#CC1=C(N)OC2=C(C(=O)CCC2)C12CCN(C(=O)OCc1ccccc1)CC2	1	-15	-0.2	-20	17	-2	23	14
CCc1nnc(NC(=O)C2CCN(S(=O)(=O)Cc3ccccc3)CC2)s1	-1	-11	-2.3	-22	23	18	6	4
O=C(NC1(C(F)(F)F)N=C2SCCN2C1=O)c1ccccc1F (stereo unspecified)	2	-5	1.4	17	-1	4	1	0
COc1ccccc1OCc1ccc(C(=O)NCC2CCCO2)o1 (stereo unspecified)	0	-2	-3.0	15	5	-6	8	5
Cc1cc(C)c(NC(=O)COC(=O)C2CCN(c3ccc(C(F)(F)F)cn3)CC2)c(Cl)c1	1	4	2.2	2	38	12	27	5
CCOC(=O)CSc1ccccn1	0	-36	-0.3	-8	2	-9	2	-8
COc1ccc(S(=O)(=O)N(C)CC(=O)N2CCCC2)cc1Cl	0	16	-1.3	9	8	4	-15	5

The list goes on; the last 5 above are carried over.
SMILES	UPR XBP1 act	Mdm2-MdmX inh	CHOP UPR activ	697 NFkB inh	tim23-1 inh	TIM10 inh	tim10-1 inh	Jurkat NFkB inh
O=C(NC1(C(F)(F)F)N=C2SCCN2C1=O)c1ccccc1F (stereo unspecified)	2	-5	1.4	17	-1	4	1	0
COc1ccccc1OCc1ccc(C(=O)NCC2CCCO2)o1 (stereo unspecified)	0	-2	-3.0	15	5	-6	8	5
Cc1cc(C)c(NC(=O)COC(=O)C2CCN(c3ccc(C(F)(F)F)cn3)CC2)c(Cl)c1	1	4	2.2	2	38	12	27	5
CCOC(=O)CSc1ccccn1	0	-36	-0.3	-8	2	-9	2	-8
COc1ccc(S(=O)(=O)N(C)CC(=O)N2CCCC2)cc1Cl	0	16	-1.3	9	8	4	-15	5
CN(C)c1ccc(/C=C(\C#N)C(=O)OCC(=O)N(C)C2CCS(=O)(=O)C2)cc1 (stereo unspecified)	-1	12	3.7	-8	3	9	7	-14
CCC(CO)NCc1ccc(OCC(=O)Nc2cccc(C(F)(F)F)c2)c(OC)c1 (stereo unspecified)	1	1	0.8	-27	-3	1	12	-2
O=C1NC(=O)C(c2ccc(Cl)cc2)N1 (stereo unspecified)	-2	-23	2.1	-7	24	1	16	15
CCCC(=O)Nc1cccc(Oc2nc(C)cc(C)c2C#N)c1	0	5	0.3	13	17	17	17	14
CC(C)OCCCn1c(=NC(=O)c2ccncc2)c(C#N)cc2c(=O)n3ccccc3nc21	3	-2	0.9	16	15	7	9	19
CCNC(=O)CN1C(=O)NC(CCc2ccccc2)C1=O (stereo unspecified)	-2	10	0.2	8	1	-3	-11	-7
COc1ccc(N2C(C(C)=O)=NN(c3ccccc3)C2c2cccs2)cc1 (stereo unspecified)	3	17	0.7	-8	22	-2	14	10
COC(=O)c1ccccc1NC(=O)CSc1nnnn1CC(=O)O	-2	13	-0.3	11	2	-17	-4	7
O=C(Nc1cc2c(cc1Br)OCCCO2)c1cccnc1	-3	11	1.0	-24	-1	9	-12	-23
C[C@H](CO)N1C[C@H](C)[C@@H](CN(C)S(=O)(=O)c2cccs2)Oc2c(NC(=O)CCC(F)(F)F)cccc2C1=O	2	16	-1.3	15	4	8	-4	3
O=C(CSCc1ccccc1Br)NNC(=S)NCc1ccco1	-6	-4	-0.2	-11	31	34	34	9
CCCCCCC(=O)N/N=C/c1ccc(Br)cc1	-1	1	2.4	8	73*	34	50*	-7
O=C(CN1C(=O)NC(Cc2ccccc2)C1=O)Nc1ccc(OC(F)F)cc1 (stereo unspecified)	0	6	1.3	-28	-3	-7	-23	-7
Cn1c(SCC(=O)N/N=C/C=C/c2ccccc2[N+](=O)[O-])nc2ccccc21	-2	12	1.5	8	0	3	11	21
O=C(Nc1ccccc1)N(Cc1ccccc1)Cc1ccccc1	0	14	-0.9	13	17	22	18	-1
COc1ccccc1CNC(=O)c1cccc(C)c1[N+](=O)[O-]	0	10	0.3	8	22	0	0	-13
CCC1Sc2ccc(S(=O)(=O)Nc3cc(OC)cc(OC)c3)cc2NC1=O (stereo unspecified)	-5	-5	-0.8	-23	10	3	3	-15
CSC(=NC#N)N1CCN(C(=NC#N)SC)CC1	-1	-20	-0.1	9	2	8	-6	15
O=C(COC(=O)CCS(=O)(=O)c1ccc(Cl)cc1)NCCc1ccccc1	0	-21	4.2	-7	16	2	16	8
O=C(COC(=O)c1ccc2ccccc2n1)Nc1ncc(C(F)(F)F)cc1Cl	-1	3	-1.3	-7	18	-2	6	0
COc1ccc(Cn2c(O)c(C=Nc3ccccc3)c3ccccc3c2=O)cc1	1	19	-0.5	26	-3	-12	12	9
O=C(c1ccc([N+](=O)[O-])o1)N1CCc2ccccc2C1	0	18	0.9	10	59*	73*	38	9
CC1CCCN(S(=O)(=O)c2ccc(NC(=O)[C@@H]3CCCN3C(=O)c3cccs3)cc2)C1 (stereo partly specified)	-3	1	0.0	-4	8	8	19	8
FC(F)(F)c1cccc(N2CCN(CC3CC4C=CC3C4)CC2)c1 (stereo unspecified)	-1	-6	-2.9	13	-4	10	4	5
O=C(NCc1ccco1)C(=S)N1CCCC1	-2	5	1.5	5	-2	-4	-6	1
Cc1ccccc1CNC(=O)c1ccccc1SCC(=O)NCc1ccco1	-3	-2	1.3	18	4	3	18	13
NC(=O)c1sc2cc(C(F)(F)F)cnc2c1-c1ccccc1	-2	7	0.5	5	-2	7	12	6

Pulled one by one from above (four):
SMILES	UPR XBP1 act	Mdm2-MdmX inh	CHOP UPR activ	697 NFkB inh	tim23-1 inh	TIM10 inh	tim10-1 inh	Jurkat NFkB inh
O=C(Nc1cc2c(cc1Br)OCCCO2)c1cccnc1	-3	11	1.0	-24	-1	9	-12	-23
CCN(CC)C(=O)CSc1nc(O)c(Cc2ccccc2)c(=O)n1-c1ccccc1C	0	12	0.5	5	17	15	5	8
CCn1c2c(c(C)cc1=O)C(=O)CC(C)(C)C2	-1	-10	1.5	-15	12	1	14	-2
COc1ccc(S(=O)(=O)N(C)CC(=O)N2CCCC2)cc1Cl	0	16	-1.3	9	8	4	-15	5

Assay outcomes from PubChem BioAssay.

No enrichment for hits; about 6.6% have a hit in one of these screens.
